# ASK1 inh: inhibitors of human ASK1 kinase. Q99683. actives 0.99% (n = 22,000). AlphaScreen MKK6 phosphorylation by ASK1, luminescence. inhibition, % at 7.44 µM; in the data active means inhibition above about 35%;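 further: 0% = median of compound wells and 100% = no enzyme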
# Target sequence (Q99683 whole entry, looked up): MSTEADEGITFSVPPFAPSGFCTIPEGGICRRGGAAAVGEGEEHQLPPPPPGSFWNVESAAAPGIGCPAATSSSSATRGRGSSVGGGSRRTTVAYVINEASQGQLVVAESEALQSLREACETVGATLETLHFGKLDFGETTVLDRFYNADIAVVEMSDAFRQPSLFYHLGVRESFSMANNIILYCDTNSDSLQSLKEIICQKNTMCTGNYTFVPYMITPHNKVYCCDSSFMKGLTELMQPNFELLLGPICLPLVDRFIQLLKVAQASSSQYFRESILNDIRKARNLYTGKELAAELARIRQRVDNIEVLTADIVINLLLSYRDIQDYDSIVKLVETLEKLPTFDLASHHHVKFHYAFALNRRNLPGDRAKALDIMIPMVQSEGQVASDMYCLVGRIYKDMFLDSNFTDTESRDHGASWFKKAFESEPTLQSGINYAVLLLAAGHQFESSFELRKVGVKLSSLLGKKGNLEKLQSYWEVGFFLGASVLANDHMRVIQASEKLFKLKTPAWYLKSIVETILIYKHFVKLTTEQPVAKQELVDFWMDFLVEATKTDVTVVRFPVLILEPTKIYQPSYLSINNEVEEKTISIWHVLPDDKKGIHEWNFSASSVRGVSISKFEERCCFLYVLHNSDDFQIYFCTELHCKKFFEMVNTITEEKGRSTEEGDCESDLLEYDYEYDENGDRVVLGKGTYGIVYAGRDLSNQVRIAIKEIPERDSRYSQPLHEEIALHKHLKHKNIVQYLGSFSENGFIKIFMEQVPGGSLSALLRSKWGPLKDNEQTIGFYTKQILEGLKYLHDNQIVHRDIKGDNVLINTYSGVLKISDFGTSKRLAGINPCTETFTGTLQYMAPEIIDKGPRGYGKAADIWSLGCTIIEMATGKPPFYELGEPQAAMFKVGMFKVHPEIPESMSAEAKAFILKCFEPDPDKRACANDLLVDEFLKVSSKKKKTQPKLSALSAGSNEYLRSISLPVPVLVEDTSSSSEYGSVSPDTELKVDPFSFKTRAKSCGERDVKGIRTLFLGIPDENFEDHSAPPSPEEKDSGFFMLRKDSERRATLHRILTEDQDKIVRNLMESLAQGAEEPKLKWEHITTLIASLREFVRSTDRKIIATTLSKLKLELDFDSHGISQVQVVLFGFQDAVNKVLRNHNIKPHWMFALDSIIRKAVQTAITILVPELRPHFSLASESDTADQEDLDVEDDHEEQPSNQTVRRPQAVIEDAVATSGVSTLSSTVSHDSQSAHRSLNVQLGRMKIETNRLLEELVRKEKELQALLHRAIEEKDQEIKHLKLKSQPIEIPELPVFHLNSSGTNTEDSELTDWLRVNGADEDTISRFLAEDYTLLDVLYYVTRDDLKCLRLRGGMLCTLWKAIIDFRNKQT
# ULK1 inh: inhibitors of human ULK1 kinase. O75385. AlphaScreen Atg13 phosphorylation by ULK1, luminescence. inhibition, % at 5.96 µM. actives 1.9% (n = 30,000). AID 1259251; in the data active means inhibition above about 43%;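 further: 0% = median of compound wells and 100% = no enzyme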
# Numbers without * were called inactive; · = not tested or not shown; & = joins results of further samples.
cpd	molecule	ASK1 inh	ULK1 inh
1	Cc1cc(N2CCOCC2)nc(N2CCN(C(=O)c3cccc(Br)c3)CC2)n1	·	-18
2	C=CCN1Cc2ccccc2-c2ccccc2C1	·	-6&-1
3	NC(CS)C(=O)O (centres undefined)	·	-5
4	Nc1cccc(-c2nc(NC3CC3)c3ncn(-c4ccsc4)c3n2)c1	10	1
5	O=C(Cc1cn(-c2ccc(Nc3cnccn3)nn2)c2ccccc12)NC1CCN(Cc2ccccc2)CC1	10	7
6	Clc1nc(NCc2cccnc2)c2[nH]cnc2n1	-2	9
7	CC(C)(C)OC(=O)N1CCN(c2c(Cl)cccc2NC(=O)c2ccc(Br)o2)CC1	9	-3
8	c1ccc(CN2CCC(Nc3nc(NCc4ccc5c(c4)OCO5)nc4c3ncn4-c3ccsc3)CC2)cc1	25	9
9	Nc1cccc(-c2nc(NCCN3CCOCC3)c3ncn(Cc4ccc(C(F)(F)F)cc4)c3n2)c1	14	-39
10	O=C(Cc1cn(-c2ccc(N3CCN(Cc4ccc5c(c4)OCO5)CC3)nn2)c2ccccc12)NCc1ccccc1	10	13
11	CC(=O)c1cccc(-c2nc(Nc3ccc(Oc4ccccc4)cc3)c3[nH]cnc3n2)c1	13	-44
12	O=C(Cc1cn(-c2ccc(N3CCCC3CO)nn2)c2ccccc12)NCCCN1CCCC1=O (centres undefined)	5	-5

# For reference, some entries already given.
cpd	molecule	ASK1 inh	ULK1 inh
1	Cc1cc(N2CCOCC2)nc(N2CCN(C(=O)c3cccc(Br)c3)CC2)n1	·	-18
2	C=CCN1Cc2ccccc2-c2ccccc2C1	·	-6&-1
3	NC(CS)C(=O)O (centres undefined)	·	-5
4	Nc1cccc(-c2nc(NC3CC3)c3ncn(-c4ccsc4)c3n2)c1	10	1
5	O=C(Cc1cn(-c2ccc(Nc3cnccn3)nn2)c2ccccc12)NC1CCN(Cc2ccccc2)CC1	10	7
6	Clc1nc(NCc2cccnc2)c2[nH]cnc2n1	-2	9

# Next section:
cpd	molecule	ASK1 inh	ULK1 inh
13	Oc1ccc(CCNc2nc(Nc3ccc(N4CCOCC4)cc3)nc3nc[nH]c23)cc1	-16	37
14	Cc1nn(C(=O)COc2ccccc2)c(C)c1S(=O)(=O)N1CCC(C)CC1	·	-2
15	CCCN1CCC(N2CCC(C(=O)O)CC2)CC1	·	-5
16	COc1cc(C(=O)Nc2nc3c(s2)CN(C)CC3)cc(OC)c1OC	·	-10
17	COc1ccc2c(c1)CC(C(=O)Nc1cc(F)c(-c3cn[nH]c3)cc1OCCN(C)C)CO2 (centres undefined)	18	3
18	Cc1nc2cc(C(F)(F)F)ccc2s1	·	2
19	CNC(=O)c1ccccc1Nc1cc(Nc2ccc(N3CCOCC3)cc2F)ncc1C(F)(F)F	-1	89*
20	CN(C)c1cccc(Nc2ccc(-n3cc(CC(=O)NCc4cccnc4)c4ccccc43)nn2)c1	20	34
21	c1cc(-n2cnc3c(Nc4ccc(N5CCOCC5)cc4)nc(NCCN4CCOCC4)nc32)cs1	-2	29
22	CCN(CC)C(=O)C1CCCN(c2ncc(C(=O)NCCOc3ccccc3)s2)C1 (centres undefined)	-20	-11
23	COc1ccc(CCNC(=O)c2ccc3nc(-c4ccc(C(N)=O)cc4)sc3c2)cc1	4	2
24	C[C@H]1O[C@H](O[C@H]2[C@H](O)[C@@H](O)[C@@H](O[C@H]3[C@H](O)[C@@H](O)C(O)O[C@@H]3CO)O[C@@H]2CO)[C@H](O)[C@@H](O)[C@@H]1N[C@H]1C=C(CO)[C@@H](O)[C@H](O)[C@H]1O (some centres undefined)	·	-5
25	O=C(NCc1cccnc1)c1cccc(-c2csc3ccccc23)c1	3	-30
26	FC(F)(F)c1ccc(Cn2cnc3c(Nc4ccccc4)nc(Nc4cnccn4)nc32)cc1	-2	1
27	COc1nc(Nc2cc(OC)c(OC)c(OC)c2)nc(-c2cccc(C(C)=O)c2)n1	3	-1
28	OCC1CCCN1c1nccc(NCc2cccc(C(F)(F)F)c2)n1 (centres undefined)	-9	1
29	CC(=O)Nc1ccc(NC(=O)Cc2cn(-c3ccc(N4CCCC4CO)nn3)c3ccccc23)cc1 (centres undefined)	-16	27
30	COc1nc(NCCCN2CCCC2=O)nc(Nc2cccnc2)n1	-7	1
31	O=C(Nc1ccc(N2CCOCC2)cc1)c1cnc(N2CCOCC2)s1	4	45*
32	COC(=O)C1C(=O)NC(C)C1c1ccc(Cl)cc1 (centres undefined)	·	3
33	CCN(CC)S(=O)(=O)c1cc(C(=O)Nc2ccc(Br)cc2)ccc1OC	·	-14
34	CCN(CC)c1nc(N)nc(NCCCN2CCCC2=O)n1	1	0
35	CC(C)n1cnc2c(NCCc3ccc(O)cc3)nc(NCc3ccc4c(c3)OCO4)nc21	22	-30
36	O=C(NCCO[N+](=O)[O-])c1cccnc1	·	5
37	CC(C)N(CCNc1ncnc2c1nc(N1CCC(N3CCOCC3)CC1)n2C(C)C)C(C)C	-6	-2
38	O=C(NCCOc1ccccc1)c1ccnc(N2CCN(c3ccccn3)CC2)c1	2	-5
39	Cc1nn(C)c(C)c1-c1nc(NCCN2CCOCC2)c2ncn(C3CCCCC3)c2n1	12	-13
40	COc1ccc(CCNC(=O)c2cnc(NCCCN3CCCC3=O)s2)cc1	1	-27
41	CCOC(=O)c1cn2ncnc(Cc3cc(C(=O)NC4CC4)ccc3C)c2c1C	-16	3
42	NC(=O)c1ccc(-c2nc(NCCc3ccc(O)cc3)c3[nH]cnc3n2)cc1	18	0
43	FC(F)(F)c1ccc(Cn2cnc3c(NC4CCN(Cc5ccccc5)CC4)nc(NCc4cccnc4)nc32)cc1	3	-21
44	O=C1CCCN1CCCNc1nc(Nc2ccc3ncccc3c2)nc2c1ncn2Cc1ccc(C(F)(F)F)cc1	2	-5
45	CCOc1ccc(C(=O)NCCS(=O)(=O)N2CCN(c3ccc(OC)cc3)CC2)cc1	·	3
46	Nc1nc2c(ncn2COCCO)c(=O)[nH]1	·	1
47	O=C(CCCCCCCC(=O)NCCO)NCCO	·	2
48	COc1ccc(CCNc2cc(NCc3cccnc3)nc(N)n2)cc1	-6	0
49	Cn1c(Nc2cccc(C(=O)NCc3nc4ccccc4[nH]3)n2)nc2ccccc21	-1	-2
50	Nc1nc(NCCN2CCOCC2)cc(NCc2cccnc2)n1	-17	-5
51	Fc1ccc(-c2n[nH]c3ccc(-c4ncn[nH]4)cc23)cc1	-69	71*
52	Cc1ccccc1NC(=O)CSc1ncc(CO)n1CC(=O)NCc1ccc(Cl)cc1	·	-8
53	CN=C(NC)NCc1ccc(OC)cc1	·	-24
54	Cc1cnc(N2CCN(Cc3ccc4c(c3)OCO4)CC2)nc1NCCOc1ccccc1	8	-16
55	COc1cc(Nc2nc(N3CCCC3CO)nc3nc[nH]c23)cc(OC)c1OC (centres undefined)	-24	8
56	CC(C)N(Cc1cccc(F)c1)C(=O)Nc1ccc(-c2cn[nH]c2)cc1	-8	-8
57	COCCNC(=O)/C(C#N)=C\c1ccc(CNC(=O)C(=O)Nc2ccccc2)o1	·	8
58	COc1ccc(CNc2nc(Nc3ccc(N4CCOCC4)cc3)nc3nc[nH]c23)cc1	-3	15
59	O=C(NCc1cccnc1)c1csc(-c2csc3ccccc23)n1	4	-23
60	COc1cc2nc(-c3ccccc3)nc(N)c2cc1OC	0	6

# Some of these compounds in order of their number in ASK1 inh, highest first:
cpd	molecule	ASK1 inh	ULK1 inh
59	O=C(NCc1cccnc1)c1csc(-c2csc3ccccc23)n1	4	-23
49	Cn1c(Nc2cccc(C(=O)NCc3nc4ccccc4[nH]3)n2)nc2ccccc21	-1	-2
56	CC(C)N(Cc1cccc(F)c1)C(=O)Nc1ccc(-c2cn[nH]c2)cc1	-8	-8
55	COc1cc(Nc2nc(N3CCCC3CO)nc3nc[nH]c23)cc(OC)c1OC (centres undefined)	-24	8

# The list goes on.
cpd	molecule	ASK1 inh	ULK1 inh
61	CCN(CC)C(=O)C1CCCN(c2nc(Nc3ccccc3)nc(N(CC)CC)n2)C1 (centres undefined)	-2	5
62	COc1ccc(CCNc2ccnc(N3CCc4ccccc4C3)n2)cc1	0	-16
63	O=C(NCc1cccnc1)c1ccnc(Nc2ccccc2)c1	-1	8
64	COc1ccc(CCNC(=O)c2csc(-c3cccs3)n2)cc1	-1	0
65	O=C(COc1ccc(Cl)cc1)N1CCN(Cc2ccc3c(c2)OCO3)CC1	·	-11
66	C=CC(=O)NC(C)(C)Cc1ccccc1	·	-6
67	O=C1CC2(CCCC2)CC(=O)N1CCNCC1COc2ccccc2O1 (centres undefined)	·	5
68	O=C(NCc1nc2ccccc2[nH]1)c1cccc(N2CCCC2CO)n1 (centres undefined)	-17	4
69	Nc1cccc(-c2nc3ncnc(NC4CCN(Cc5ccccc5)CC4)c3[nH]2)c1	17	14
70	O=C(NCCOc1ccccc1)c1ccnc(-c2ccc(C(=O)NC3CC3)cc2)c1	-11	-14
71	CCCCC(=O)Nc1c(C)nc2ccc(C)cn2c1=O	·	-4
72	Cc1cc(Nc2ccccc2)nc(Nc2ccnn2C)n1	11	-9
73	CCCNC(=O)C1CCN(c2ccc(NC3CCN(Cc4ccccc4)CC3)nn2)CC1	-13	1
74	O=C(NCCOc1ccccc1)c1ccnc(-c2ccccc2)c1	-22	-21
75	COCCN(C1CCN(C)CC1)S(=O)(=O)c1ccccc1	·	0
76	COc1cc(Nc2cc(C)nc(NCCCN3CCCC3=O)n2)cc(OC)c1OC	14	5
77	CC(C)n1cnc2c(NC3CCN(Cc4ccccc4)CC3)nc(-c3csc4ccccc34)nc21	13	-55
78	COc1ccc(Cl)cc1NC(=O)CSc1nnc2n1CCN2c1ccc(F)cc1	·	1
79	COc1cc(OC)nc(Oc2cccnc2/C=N/Nc2ccccc2[N+](=O)[O-])n1	·	-4
80	Nc1nc(NCCOc2ccccc2)cc(Nc2ccncn2)n1	5	1
81	CC(=O)Nc1ccc(NC(=O)c2csc(-c3csc4ccccc34)n2)cc1	5	-27
82	O=C1CCCN1CCCNc1nc(N2CCCC2CO)nc2c1ncn2CCN1CCCC1=O (centres undefined)	-24	0
83	Cn1nccc1Nc1cccc(C(=O)NCCCN2CCCC2=O)n1	-15	6
84	COc1cccc(CNC(=O)Nc2ccc(-c3cn[nH]c3)cc2OC2CCNCC2)c1	-17	1
85	COc1cccc(Nc2nc(N(C)CCO)nc3c2cnn3-c2ccccc2)c1	·	-36
86	CC(=O)c1cccc(-c2cncc(C(=O)NCCO)c2)c1	-5	-3
87	c1cnc(Nc2cc(NC3CC3)ncn2)cn1	6	4
88	CC(Nc1cc(-c2cccnc2)nc(-c2ccncc2)n1)c1ccccc1 (centres undefined)	·	1
89	O=C1CCCN1CCn1cnc2c(Nc3ccc(N4CCOCC4)cc3)nc(Nc3ccc(-n4ccnc4)cc3)nc21	5	3
90	COc1ccc(/C=C/C(=O)Nc2cc(C)nc3ccccc23)cc1	·	2
91	CC(=O)Nc1ccc(Nc2nc(Nc3nccc4ccccc34)nc3c2ncn3C(C)C)cc1	12	38
92	COc1ccc(CNC(=O)c2c[nH]c3cc(-c4cn[nH]c4)ccc23)cc1	5	-3
93	CCCNc1nc(Nc2ncccn2)nc(OC)n1	-6	2
94	O=C(NCc1cccc(C(F)(F)F)c1)c1cnc(Nc2ccc(-n3ccnc3)cc2)s1	21	17
95	CC(=O)N[C@@H](Cc1cccc(C)c1)c1nc2ncc(-c3ccncc3)cc2[nH]1	6	4
96	COc1ccc(Cl)cc1C(=O)NCCc1ccc(C(=O)O)cc1	·	-7&2
97	CCN(CC)C(=O)CSc1nnc(Cc2ccccc2)n1C	·	-6
98	COc1cc2nc(Oc3ccccc3)nc(NCc3ccccc3)c2cc1OC	-2	-12
99	COc1ccc(-c2nc(NC3CC3)c3ncn(Cc4ccc(C(F)(F)F)cc4)c3n2)cn1	-7	-18
100	CC(NCc1ccc([N+](=O)[O-])cc1)C1COc2ccccc2O1 (centres undefined)	·	2
101	CCOc1ccc(C(=O)n2nc(C)c(S(=O)(=O)N3CCCC3)c2C)cc1OCC	·	11
102	COc1cccc(C(=S)N2CCCCC2)c1	·	-2
103	OCC1CCCN1c1nc(Nc2ccc3c(c2)OCO3)c2[nH]cnc2n1 (centres undefined)	-4	8
104	COc1ccccc1OCc1nc2ccc(-c3cn[nH]c3)cc2c(=O)[nH]1	21	-3
105	COc1cc(Nc2nc(NC3CCC(O)CC3)nc3c2ncn3-c2ccsc2)cc(OC)c1OC (centres undefined)	10	2
106	CCNc1ccc(N2CCC(C(=O)NCc3cccc(C(F)(F)F)c3)CC2)nn1	-18	-4
107	N[C@H](Cc1ccccc1)C(=O)N1CCN(c2ccc3[nH]ncc3c2)CC1	8	22
108	Cc1noc(C)c1-c1nc(NCc2cccc(C(F)(F)F)c2)c2ncn(C3CCCCC3)c2n1	-9	-4
109	O=C(Oc1ccc([N+](=O)[O-])cc1)c1ccc2c(c1)C(=O)N(c1ccc([N+](=O)[O-])cc1)C2=O	·	9
110	OCC1CCCN1c1cc(Nc2ccc3c(c2)OCO3)ncn1 (centres undefined)	-9	2
111	CC(=O)Nc1ccc(NC(=O)/C(=C/c2ccco2)NC(=O)c2ccccc2)cc1	·	6
112	O=C1C(=O)c2ncccc2-c2cccnc21	·	38
113	O=C(NCc1ccccc1)c1ccc2nc(Nc3ccncc3)sc2c1	2	10
114	COc1ccc(-c2nc3c(NCc4nc5ccccc5[nH]4)ncnc3n2C(C)C)cc1	0	-4
115	COc1ccc(-c2ccc(C(=O)NC3CCN(Cc4ccccc4)CC3)s2)cc1	-19	-18
116	c1ccc(-c2cc(NCc3ccco3)nc(-c3ccccn3)n2)nc1	·	1
117	CC(C)(C)OC(=O)N[C@H]1CC[C@@H](C(=O)Nc2ccc3[nH]ncc3c2)C1	11	9
118	CCOC(=O)N1CCN(c2cc(-c3cncc(-c4ccc(OC)cc4)c3)nc(C)n2)CC1	·	-14
119	CC(=O)Nc1ccc(NC(=O)c2cccc(-c3ccccc3)n2)cc1	3	-19
120	COc1ccc(-c2ncc(C(=O)NC3CCN(Cc4ccccc4)CC3)s2)cn1	4	9

# High-throughput results from PubChem.
